Screens (PubChem)
EP2 modulator = EP2 receptor (human) modulation; P43116; EP2-expressing cells, cAMP HTRF FRET, PGE2 co-stimulation; induction, % at 25 µM; hit rate 0.83% among 260,000; AID 940;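 active = compounds whose cAMP rise, as percent of the full-agonist control response, exceeds 60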;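 also: rat C6 glioma line stably carrying human EP2 under a CMV promoter; the protocol text gives 20 µM as final concentration; 100% = response of wells given 1 µM PGE2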
Target sequence (P43116 whole entry, looked up): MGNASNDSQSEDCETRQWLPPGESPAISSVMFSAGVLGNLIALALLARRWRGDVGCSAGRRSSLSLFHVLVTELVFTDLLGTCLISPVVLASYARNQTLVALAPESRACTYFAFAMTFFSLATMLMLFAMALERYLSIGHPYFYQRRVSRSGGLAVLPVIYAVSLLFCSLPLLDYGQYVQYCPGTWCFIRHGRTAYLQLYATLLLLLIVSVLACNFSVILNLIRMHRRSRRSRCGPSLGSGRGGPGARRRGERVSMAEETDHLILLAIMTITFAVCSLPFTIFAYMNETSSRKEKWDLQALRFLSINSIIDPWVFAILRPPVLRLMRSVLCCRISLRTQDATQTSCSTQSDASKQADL
* marks the source's active call; other numbers are inactive results.

SMILES	EP2 modulator
O=C(Cn1c(=O)n(Cc2cccs2)c2ncccc21)Nc1ccc2c(c1)COC2=O	3
CCc1ccc2[nH]c(=O)c(C(c3nnnn3C(C)(C)C)N3CCCc4ccccc43)cc2c1 (stereo unspecified)	49
Cc1ccc(CN(Cc2cc3cccc(C)c3[nH]c2=O)C(c2nnnn2C2CCCC2)C(C)C)cc1 (stereo unspecified)	16
COc1ccc2nc3sc(C(=O)N4CCCC(C)C4)c(N)c3cc2c1 (stereo unspecified)	-110
COC(=O)[C@@H]1CN(C(=O)Cc2ccc(Cl)cc2)C[C@H]1c1ccc(OC)cc1	-9
Cc1nccn1CCOc1ccccc1Cl	-40
CCc1cc2cc3c(cc2nc1SCC(N)=O)OCCO3	-30
CCc1ccc2nc3sc(C(=O)N(CC)CC)c(N)c3cc2c1	-102
C=C(C)Cn1c(SCC(=O)N2CCc3ccccc32)nc2sc3c(c2c1=O)CCCC3	24
CN(C)CCN(Cc1cccs1)Cc1ccc(Br)s1	-34
O=C(CN(C(=O)CNC(=O)c1cccs1)c1cccc(C(F)(F)F)c1)NC1CCCCC1	28
Cc1cc(N2C3CCC2CC(O)(c2cccc(F)c2)C3)nc(N)n1 (stereo unspecified)	-82
Cc1ccc2nc(N3C(=O)C(O)=C(C(=O)c4ccco4)C3c3ccc(O)cc3)sc2c1 (stereo unspecified)	-16
O=C1CC[C@H](NC(=O)c2ccccc2)C(=O)N1	-3
CCOCCCNC(=O)CSc1ccc(-c2ccccc2)nn1	-16
O=C(O)c1cc(C(=O)O)cc(N2C(=O)c3ccccc3C2=O)c1	87*
Cc1cc(-c2cncnc2C2CCCN(C(=O)Cc3ccc(F)cc3)C2)on1 (stereo unspecified)	-23
CN1CC(C(=O)N2C3CCC2CC(c2ccc(F)cc2)C3)CC1=O (stereo unspecified)	-13
Cc1ccc(-c2nnn(CCC(=O)NCc3cccs3)n2)cc1	-2
O=C(/C=C/c1cccs1)NC(=S)N1CCCCC1	-20
COc1cccc(CN(C(=O)c2cc3ccccc3oc2=O)C2CCCC2)c1OC	8
O=C(CNC(=O)c1ccco1)OCc1ccc(Cl)cc1Cl	-8
CC(=O)[C@H]1CCC2C3CC=C4C[C@@H](O)CC[C@]4(C)C3CC[C@@]21C (stereo partly specified)	10
Cc1cccc(Cc2cnc(NC(=O)C3COc4ccccc4O3)s2)c1 (stereo unspecified)	36
COc1ccc(NC(=O)c2oc3ccccc3c2C)cc1	-35
Nc1ccc2nc(-c3ccc(Cl)cc3Cl)[nH]c2c1	-58
CCOc1ccc2c(c1)c1nnc(SCC(=O)N3CCCCC3)nc1n2C	-12
CCCc1nn(CC(=O)NC2CC2)c(=O)c2cc3ccsc3n12	-12
CCN(CC)CCNc1nc(C(F)(F)F)nc2c1nnn2Cc1ccccc1	-56
NC[C@@H]1CC[C@@H](N)[C@@H](O[C@H]2[C@H](O)[C@@H](O[C@H]3O[C@H](CO)[C@@H](O)[C@H](N)[C@H]3O)[C@H](N)C[C@@H]2N)O1	1

A different layout for part of the listing above:
EP2 modulator | smiles
10 | CC(=O)[C@H]1CCC2C3CC=C4C[C@@H](O)CC[C@]4(C)C3CC[C@@]21C (stereo partly specified)
36 | Cc1cccc(Cc2cnc(NC(=O)C3COc4ccccc4O3)s2)c1 (stereo unspecified)
-35 | COc1ccc(NC(=O)c2oc3ccccc3c2C)cc1
-58 | Nc1ccc2nc(-c3ccc(Cl)cc3Cl)[nH]c2c1
-12 | CCOc1ccc2c(c1)c1nnc(SCC(=O)N3CCCCC3)nc1n2C
-12 | CCCc1nn(CC(=O)NC2CC2)c(=O)c2cc3ccsc3n12
-56 | CCN(CC)CCNc1nc(C(F)(F)F)nc2c1nnn2Cc1ccccc1

(next part)
SMILES	EP2 modulator
Cc1ccc(C(=O)Nc2nc3ccc(F)cc3s2)c(Cl)c1	-19
CC[C@@H](Cn1nc(-c2cccs2)ccc1=O)NC(=O)Cc1nonc1C	8
COc1ccccc1NC(=O)CSc1nnnn1-c1ccccc1F	-81
Cc1ccccc1NC(=S)NC(=O)/C=C/c1cccs1	-18
CC(C)C(=O)N(CC(=O)Nc1sc2c(c1C(N)=O)CCCC2)C1CCCC1	-3
CC(C)(C)C1=NN(CC(=O)NCC2CC2)C(=O)c2cc3ccccc3n2C1	-55
Clc1nc2ccccc2c(N2CCCCC2)c1CNCCN1CCOCC1	-29
COc1ccc(C2(NC(=O)Cn3nc(C)c4ccccc4c3=O)CCCCC2)cc1	-19
COc1cc(S(C)=O)ccc1-c1nc2ncccc2[nH]1 (stereo unspecified)	9
COc1ccc(NC(=O)c2ccco2)cc1NC(=O)C(C)(C)C	-12
c1cc2c(cc1C(N1CCNCC1)N1CCNCC1)OCO2	0
CN(CCc1ccccn1)c1ccc2c(c1)Cc1ccccc1-2	-57
CC1(C)CC(=O)C2=C(C1)Nc1ccccc1NC2c1cc(O)ccc1O (stereo unspecified)	-88
CC12CCC(c3nnc(SCC(=O)Nc4ccc(Cl)cc4)nc31)C2(C)C (stereo unspecified)	-54
COc1ccc2c(c1)OCC(Cc1ccc(O)c(OC)c1)C2=O (stereo unspecified)	4
Cc1ccc(N2CCCC2=O)cc1S(=O)(=O)NC(c1ccccc1)c1ccccc1	-25
CCc1cc2ccc(OC)cc2nc1SCC(=O)Nc1ccccc1	58
COc1cc2cc(CN(C(=O)c3ccccc3F)C3CCCC3)c(=O)[nH]c2cc1OC	-2
CN1CCNC(=O)C1CC(=O)N1CCC2(CC1)NC(=O)c1cccnc1N2C (stereo unspecified)	-22
O=C(NCc1ccccc1F)c1nccc2ccccc12	-18
Cn1cccc1C(=O)c1ccc(Cl)cc1	6
COc1ccc(C2(C(=O)N3CCC(n4cnc5cccnc54)CC3)CC2)cc1	-45
O=C(Nc1ccc(-c2cc3ccccc3oc2=O)cc1)c1ccc(Br)o1	-12
O=C(CSc1nc(-c2cccs2)cc(C(F)(F)F)n1)Nc1cccc(Cl)c1Cl	-55
CC(=O)NC1C(Oc2cc(C)ccc2C)OC2COC(C)(C)OC2C1O (stereo unspecified)	8
COc1ccc(C(=O)NCc2nc(-c3ccncc3)n[nH]2)cc1	17
CS(=O)(=O)c1cncnc1C1CCCN(C(=O)NCc2ccccc2)C1 (stereo unspecified)	1
COCCCNC(=S)N(CCO)Cc1cc2c(C)ccc(C)c2[nH]c1=O	-25
Fc1ccccc1Nc1ncnc2sc3c(c12)CCC3	22
COc1ccc(CN2CCc3c(nc(N4CCCC4)[nH]c3=O)C2)cc1Cn1cccn1	-16

Some of these compounds in order of their number in EP2 modulator, largest number first.
canonical_smiles	EP2 modulator
O=C(CN(C(=O)CNC(=O)c1cccs1)c1cccc(C(F)(F)F)c1)NC1CCCCC1	28
COc1ccc(C(=O)NCc2nc(-c3ccncc3)n[nH]2)cc1	17
COc1cc(S(C)=O)ccc1-c1nc2ncccc2[nH]1 (stereo unspecified)	9
CCOc1ccc2c(c1)c1nnc(SCC(=O)N3CCCCC3)nc1n2C	-12
O=C(NCc1ccccc1F)c1nccc2ccccc12	-18
CC1(C)CC(=O)C2=C(C1)Nc1ccccc1NC2c1cc(O)ccc1O (stereo unspecified)	-88

Next part.
SMILES	EP2 modulator
Cc1nn(Cc2ccccc2)c(C)c1C(=O)N1CCC2(CC1)NC(=O)c1ccccc1O2	-31
Cc1cccc(C2(O)CCN(C(=O)c3c(C)c4cc(C)ccc4n3C)CC2)c1	-83
O=C(CSc1nc(O)c(Cc2ccc(F)cc2)c(=O)[nH]1)Nc1cccc2ccccc12	-35
CN(C)CCN(Cc1cc2cc3c(cc2[nH]c1=O)OCO3)C(=S)Nc1ccccc1	-31
O=C1CCCC(=O)N1c1ccc(Oc2ccc3ccccc3c2)cc1	-52
CCOc1ccc(Oc2nc(NC(C)(C)C)nc(OC)n2)nn1	-5
COc1ccc(C(=O)CCN2CCOCC2)cc1	-6
CCOC(=O)c1sc(NC(=O)c2ccc(C)cc2C)c(C#N)c1C	0
COc1ccc(OC)c(CC(=O)Nc2nc3c(s2)CCc2c-3cnn2C)c1	-68
Cc1ccc2c(c1)nnn2C1CCN(S(=O)(=O)c2ccc(S(=O)(=O)N3CCCC3)cc2)CC1	2
N=C1SCC(=O)N1c1ccc(Cl)cc1	-12
O=C(CNC(=O)c1ccco1)NCC(=O)OCc1ccccc1	3
O=C(OCC#CCSc1nnc(-c2ccco2)o1)C1=CC2C=CC=CC2OC1=O (stereo unspecified)	-21
O=C1C(Cl)=C(N2CCN(c3ccccn3)CC2)C(=O)c2ccccc21	-80
O=C(Nc1ccc(Cl)cc1)NC1CC2CCCC(C1)N2Cc1ccco1 (stereo unspecified)	-99
Cc1cc(=O)oc2cc(OC(=O)c3ccc(Br)cc3)ccc12	-13
CCOC(=O)c1[nH]c2ccc(F)cc2c1NC(=O)CC	-8
COc1ccc(CCC(=O)NC2CCCc3c2cnn3-c2ccc(F)cc2)cc1 (stereo unspecified)	-101
O=C(CC1Nc2ccccc2NC1=O)Nc1cc(Cl)ccc1Cl (stereo unspecified)	-73
c1ccc(C2=NN[C@@H]3c4ccccc4-c4ccccc4N3C2)cc1	-27
Cc1ncc(-c2ccncc2)c(C2CCCN(CC(=O)Nc3ccc4c(c3)OCO4)C2)n1 (stereo unspecified)	-49
CCOC(=O)c1cc2occc2n1CC(=O)N1CCCCC1	21
O=C(COc1ccc(S(=O)(=O)N2CCCC2)cc1)N1CCC(Cc2ccccc2)CC1	2
CC1(C(=O)NCc2noc(-c3ccccc3)n2)CC(c2ccccc2)=NO1 (stereo unspecified)	-64
CCCC(c1nnnn1C1CCCCC1)N(Cc1ccco1)Cc1cc2c(C)cc(C)cc2[nH]c1=O (stereo unspecified)	69*
CCOc1ccccc1N(CC(=O)N1CCCCC1)S(C)(=O)=O	-3
O=C(c1cc2c(s1)CCC2)N1CCC(c2ccncc2)CC1	-69
COc1ccc(OC2OC(CO)C(O)C(O)C2NC(C)=O)cc1 (stereo unspecified)	-15
N#CCc1nc2ccccc2o1	-23
CCn1c(=O)oc2cc(S(=O)(=O)NCCCN(C)c3ccccc3)ccc21	-49

CCc1c(C)nc2cc(-c3cc(OC)cc(OC)c3)nn2c1NCCCN1CCOCC1
  EP2 modulator = 17
Cc1cc(C)n(CC(O)CN(Cc2ccco2)Cc2cccc3ccccc23)n1 (stereo unspecified)
  EP2 modulator = -5
O=C(Nc1ncccn1)c1c(O)c2cccc3c2n(c1=O)CC3
  EP2 modulator = 12
O=C(Nc1ccccc1N1CCOCC1)c1ccccc1F
  EP2 modulator = 42
Cc1noc(C)c1C(=O)N1CCC(C(=O)c2nc3ccccc3s2)CC1
  EP2 modulator = -31
Cc1cc(NC(=O)c2ccc(Cl)c(Cl)c2)ccc1NC(=O)c1ccco1
  EP2 modulator = 7
O=C(Nc1cccc(NC(=O)c2ccccc2Cl)c1)c1cccs1
  EP2 modulator = -103
CCc1nn(CC(=O)N2CCCCCC2)c(=O)c2cc3occc3n12
  EP2 modulator = -35
COc1ccc(CCNC(=O)C2CCN(c3nc4ccccc4n3C)CC2)cc1
  EP2 modulator = -10
CCN(C(=O)c1ccc(Cl)cc1Cl)c1nnc(-c2ccncc2)s1
  EP2 modulator = 6

CC(C)(SCc1ccccc1)[C@H](N)C(=O)O
  EP2 modulator = -18
O=S(=O)(c1ccc(S(=O)(=O)N2CCC(c3nc4ccccc4[nH]3)CC2)cc1)N1CCOCC1
  EP2 modulator = 4
Cc1c(C(N)=O)sc2ncn(Cc3c(Cl)cccc3Cl)c(=O)c12
  EP2 modulator = -101
CCn1c(CSc2nc(C)cc(C)n2)nnc1SCC(=O)Nc1c(C)cc(C)cc1C
  EP2 modulator = 10
Cc1ccccc1CNCCNC(=O)c1ccco1
  EP2 modulator = 9
CN1[C@@H](C(=O)NCc2ccccn2)C[C@@H](c2ccco2)NS1(=O)=O
  EP2 modulator = 0
COc1ccc(C(N)c2nccn2C)cc1OC (stereo unspecified)
  EP2 modulator = 3
CCC(C)(C)n1nnnc1C(c1cc2cc(C)cc(C)c2[nH]c1=O)N1CCN(C2CCCCC2)CC1 (stereo unspecified)
  EP2 modulator = -48
O=C(NCCc1nc(-c2ccncc2)n[nH]1)C12CC3CC(CC(C3)C1)C2
  EP2 modulator = -23
COc1ccc(C2C=C(c3ccc(F)cc3)Nc3nnnn32)cc1OC (stereo unspecified)
  EP2 modulator = -51

Cc1ccc(-n2c(SCC(=O)NC(C)(C)C)nc(O)cc2=O)cc1
  EP2 modulator = -33
Cc1nn(CC(=O)NCCc2ccc(F)cc2)c(=O)c2cc3occc3n12
  EP2 modulator = 0
Cc1ccccc1-c1nnc(NC(=O)C2CC2)s1
  EP2 modulator = -19
CC(=O)N(c1ccc2oc(=O)sc2c1)S(=O)(=O)c1ccc(F)cc1
  EP2 modulator = 12
COCCNc1nc2c(c(=O)n(C)c(=O)n2C)n1CCCc1ccccc1
  EP2 modulator = 4
O=C(Nc1ccc2c(c1)OCCO2)C1CCN(C(=O)c2cccs2)CC1
  EP2 modulator = -6
O=C(c1nc2ccccc2s1)C1CCN(C(=O)c2cc(-c3cccs3)[nH]n2)CC1
  EP2 modulator = -99
CCC(C)NC(=O)c1cnn2c(C)cc(C)nc12 (stereo unspecified)
  EP2 modulator = -8
C=CCN1CCN(C(c2ccc(OC)c(OC)c2)c2nnnn2Cc2ccc(F)cc2)CC1 (stereo unspecified)
  EP2 modulator = -18
CC1CCc2c(sc3ncn4c(=O)n(CC(=O)N(C(C)C)C(C)C)nc4c23)C1 (stereo unspecified)
  EP2 modulator = -14
COc1ccccc1NC(=O)CN1C(=O)CC(c2ccccc2)=Nc2ccccc21
  EP2 modulator = -21
CCCNC(=O)N1CCn2c(nc(-c3ccc(OC)c(OC)c3)c2NC(C)(C)C)C1
  EP2 modulator = -35
CCOC(=O)c1ccc(NC(=O)c2sc(NC(=O)C(C)C)c(C(=O)OC)c2C)cc1
  EP2 modulator = -92

A few values from the list.
Result of `CC[C@@H](Cn1nc(-c2cccs2)ccc1=O)NC(=O)Cc1nonc1C` in EP2 modulator: 8
Result of `O=C1CCCC(=O)N1c1ccc(Oc2ccc3ccccc3c2)cc1` in EP2 modulator: -52
Result of `CCC(C)NC(=O)c1cnn2c(C)cc(C)nc12` (stereo unspecified) in EP2 modulator: -8
Result of `COc1cccc(CN(C(=O)c2cc3ccccc3oc2=O)C2CCCC2)c1OC` in EP2 modulator: 8

This is a subset. The share of hits here may be higher or lower than overall.
